Bcl-xL primary – inhibitors of human Bcl-xL, primary screen, biochemical, fluorescence polarization, HTS | Bcl-2-like protein 1 (Homo sapiens), Q07817 | GST-Bcl-xL / FITC-Bim BH3 peptide fluorescence polarization | inhibition, % at 10.9 µM | hit rate 0.7% among 320,000 | AID 2129, 2009;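 active means inhibition above the mean of all tested compounds plus 3 SD, cutoff set per campaign, cut at about 30% in these data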;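 further: 0% = DMSO wells and 100% = unlabeled Bim-BH3 peptide competitor; inhibitors lower millipolarization by displacing the labeled peptide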
VLA-4 inh – inhibition in human VLA-4 binding assay, primary screen, VLA-4 allosteric modulator project, MLPCN library, flow cytometry, VLA-4 expressing cells; Integrin alpha-4 (Homo sapiens), P13612; ligand binding flow cytometry; inhibition, % (about 7 µM as worked out from the volumes in the protocol); hit rate 0.2% among 330,000; AID 2557, 2010; in the data active means inhibition above about 50%
CIT2 TOR yeast – modulators of CIT2-GFP expression in yeast, primary screen, S. cerevisiae, GFP fusion, multiplex flow cytometry, MLPCN library; S. cerevisiae CIT2-GFP strain, 3 h; 100 means same as DMSO wells; GFP response vs DMSO, % at 10 µM; hit rate 0.065% among 320,000; AID 2029, 2009;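 active means GFP response relative to DMSO above a set limit, near the screen mean plus 3 SD, cut at about 150% in these data; inconclusive means Fewer than 70 cells measured for a yeast strain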;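 further: ratio of well median GFP fluorescence to mean of DMSO wells on the plate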
MCL1 BIM primary – inhibitors of MCL1 binding to BIM-BH3, primary screen, biochemical, fluorescence polarization; AID 2057, 2009; inhibition, % at 10.9 µM; Induced myeloid leukemia cell differentiation protein Mcl-1 (Homo sapiens), Q07820; GST-MCL1 / FITC-Bim-BH3 fluorescence polarization; hit rate 0.68% among 320,000;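 active means inhibition above the mean inhibition of all tested compounds plus 3 SD, set per campaign, cut at about 40% in these data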;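 further: 0% = DMSO wells and 100% = unlabeled Bim-BH3 peptide control; higher means more loss of mP so more displacement of Bim peptide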
Target sequence (Q07820 whole entry, looked up): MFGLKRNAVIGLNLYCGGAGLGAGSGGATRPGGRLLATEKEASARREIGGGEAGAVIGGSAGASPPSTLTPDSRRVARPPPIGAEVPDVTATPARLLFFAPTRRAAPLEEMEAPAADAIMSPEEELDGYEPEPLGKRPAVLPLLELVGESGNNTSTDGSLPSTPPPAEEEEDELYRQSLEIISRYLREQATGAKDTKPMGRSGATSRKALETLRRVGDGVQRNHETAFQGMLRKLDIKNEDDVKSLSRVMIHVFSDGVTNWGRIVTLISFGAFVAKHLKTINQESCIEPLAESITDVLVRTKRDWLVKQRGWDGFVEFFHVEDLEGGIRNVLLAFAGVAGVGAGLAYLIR
CR mimetic SO – reduction of superoxide in aged yeast, primary screen, HTS; S. cerevisiae aged cells, superoxide DHE fluorescence; active compounds read low; superoxide response (% of plate mean), % at 10 µM; hit rate 0.18% among 330,000; AID 2690, 2010;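 active means superoxide response under a set limit, about three screen SD below normal, cut at about 65% in these data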;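 further: yeast aged for seven days with compound at 30 °C before DHE staining; 100% = average MFI of all compound-treated wells on the plate with controls excluded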
GLD-1 RNA inh – GLD-1/TGE RNA complex disruptors, primary screen, biochemical, fluorescence polarization. Female germline-specific tumor suppressor gld-1 (Caenorhabditis elegans), Q17339. purified GLD-1 + fluorescein TGE RNA. inhibition, % at 5.96 µM. hit rate 0.44% among 320,000. AID 2280, 2010;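 active means percent inhibition above a per-plate cutoff, the plate mean of test compounds plus 3 SD, cut at about 30% in these data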;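 further: 0% = DMSO wells with GLD-1 and probe and 100% = wells lacking GLD-1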
AGP1 TOR yeast – modulators of AGP1-GFP expression in yeast TOR pathway, primary screen, cell-based, multiplex flow cytometry, S. cerevisiae, MLPCN library. 3 h; GFP as percent of DMSO wells. GFP response vs DMSO, % at 10 µM. hit rate 0.02% among 320,000. AID 2066, 2009;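 active means GFP response relative to DMSO above a set limit, near screen average plus 3 SD, cut at about 150% in these data; inconclusive means fewer than 70 cells counted for the yeast strain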;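 further: median GFP channel fluorescence of the gated AGP1 strain per well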
GRK2 aptamer HTS – compounds blocking aptamer binding on GRK2 – biochemical, human GRK2, bead flow cytometry, HTS, primary screen | FAM-aptamer displacement from GRK2 | inhibition of aptamer binding, % at 10 µM | hit rate 0.59% among 330,000 | AID 488847, 2010;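 active means inhibition of aptamer binding above 40%, roughly 3 SD of noise, on plates passing a quality check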;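 further: median bead fluorescence of bound FAM aptamer so fluorescent compounds give negative values; no value below 0 was filed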
Target sequence (P25098 whole entry, looked up): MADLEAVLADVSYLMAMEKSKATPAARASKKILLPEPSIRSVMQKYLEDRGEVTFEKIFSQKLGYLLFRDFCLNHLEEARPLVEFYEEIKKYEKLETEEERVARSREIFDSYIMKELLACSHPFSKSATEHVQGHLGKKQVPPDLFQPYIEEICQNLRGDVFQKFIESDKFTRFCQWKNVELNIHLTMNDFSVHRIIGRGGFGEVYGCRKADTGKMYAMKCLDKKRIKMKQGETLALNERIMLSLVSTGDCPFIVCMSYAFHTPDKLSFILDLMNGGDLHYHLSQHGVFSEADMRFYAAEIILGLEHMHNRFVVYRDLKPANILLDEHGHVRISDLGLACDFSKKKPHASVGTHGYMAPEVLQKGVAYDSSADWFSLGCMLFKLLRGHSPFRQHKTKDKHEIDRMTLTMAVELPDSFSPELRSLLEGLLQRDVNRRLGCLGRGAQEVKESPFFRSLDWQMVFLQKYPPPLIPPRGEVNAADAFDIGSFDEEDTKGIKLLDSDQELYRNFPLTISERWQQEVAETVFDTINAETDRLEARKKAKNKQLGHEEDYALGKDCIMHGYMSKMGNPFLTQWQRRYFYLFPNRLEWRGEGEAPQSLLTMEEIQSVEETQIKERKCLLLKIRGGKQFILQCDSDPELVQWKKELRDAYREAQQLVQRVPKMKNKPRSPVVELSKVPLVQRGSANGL
MEX-5 binding – MEX-5 zinc finger RNA-binding disruptors – biochemical, C. elegans, fluorescence polarization, MLPCN library, primary screen | Zinc finger protein mex-5 (Caenorhabditis elegans), Q9XUB2 | MEX-5/FITC-TCR2 RNA binding; active compounds read low | activity score (negative = inhibition of binding), % at 10 µM | hit rate 0.38% among 300,000;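 active means inhibition past about -25% in most replicates, and total fluorescence under double the plate's negative control median, limit read from the data; inconclusive means replicates evenly split on the limit, or fluorescence at least double controls; inactive means too little inhibition in most replicates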;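 further: 0% = DMSO and -100% = 5 µM competing unlabeled TCR2 RNA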
The depositor's hits bear a star; ? = inconclusive; nt = no result given; [ ] = dose if it differs, or a comment. The order is random. About 2.1% of those tested had a hit in this group.

SMILES	Bcl-xL primary	VLA-4 inh	CIT2 TOR yeast	MCL1 BIM primary	CR mimetic SO	GLD-1 RNA inh	AGP1 TOR yeast	GRK2 aptamer HTS	MEX-5 binding
CCOC(=O)c1sc(NC(=O)CN2C(=O)c3cccc4cccc(c34)C2=O)nc1C	8	10	101	1	93	1	95	0	-0.5
CC[C@]12c3[nH]c4ccccc4c3CCN1C(=O)C(CC(=O)NC/C=C(\C)CCC=C(C)C)C[C@@H]2C(=O)N1CCN(C(=O)C2CC2)CC1 (some centres undefined)	nt	16	94	nt	93	0	98	1	nt
Cc1cccnc1NC(=O)CSc1nnc(COc2ccc(C(C)C)cc2)n1C	-6	4	103	-14	100	5	97	0	-2.9
CS(=O)(=O)N(CC(=O)N1CCCC1)c1cccc(F)c1	3	-7	101	-1	97	8	98	0	0.0
Cc1ccc(NC(=O)C2CCCN(c3ncccn3)C2)c(C)c1 (centres undefined)	-5	9	98	-1	94	4	102	4	2.5
O=C(O)CSCc1c(F)cccc1Cl	2	0	104	5	103	8	105	1	3.2
COc1ccc(CCN2CCCn3c2nc2c3c(=O)n(Cc3ccccc3F)c(=O)n2C)cc1OC	10	38	92	-1	114	-1	106	0	1.5
CCc1cc2c(-n3nc(C)cc3C)ncnc2s1	3	4	104	5	99	-2	108	0	-0.5
COc1ccccc1/C=C/C=N/n1c(COc2ccccc2)n[nH]c1=S	-8	5	97	-10	107	2	99	0	0.6
CC(C)C(=O)Nc1ccc(C(=O)NNC(=O)C(c2ccccc2)c2ccccc2)cc1	-4	-1	102	1	94	7	103	1	-2.1
COc1ccc(CCNC(=O)C2CCN(S(=O)(=O)c3ccc4nc5c(c(C(=O)O)c4c3)CCCC5)CC2)cc1OC	13	6	96	7	95	10	107	2	-0.2
O=C(NC(=S)Nc1cccc(NC(=O)c2ccccc2Cl)c1)c1cccs1	3	5	102	5	90	8	103	2	-2.6
CCc1ccc(C(=O)NNC(=O)c2cccc(N3C(=O)CCC3=O)c2)cc1	8	-11	101	3	83	2	108	0	0.1
COc1ccc(NC(=O)COc2ccc(N(C)S(=O)(=O)c3ccc(Cl)cc3)cc2)cc1	-3	-1	95	0	126	3	103	4	nt
O=C(COc1ccc(Cl)cc1Cl)NNC(=S)NC(=O)c1ccco1	2	-13	94	5	118	2	99	2	-0.5
O=C(Cc1ccc(-c2ccccc2)cc1)NCc1cccnc1	0	6	101	-7	101	6	94	0	0.2
Cc1ccc2[nH]nc(C(=O)N3CCCC(C(=O)c4ccc(Cl)cc4)C3)c2c1 (centres undefined)	3	-3	76	2	100	-5	97	6	-3.0
CCCCn1c(N)c(N(CC(C)C)C(=O)CCCc2nc3ccccc3s2)c(=O)[nH]c1=O	1	4	73	0	107	0	96	4	-0.4
CCn1c(N)c(C(=O)NCc2cccnc2)sc1=S	13	7	94[may fluoresce red]	16	90	-1	?	3	1.0
CCc1ccc2c(c1)C(c1ccc([N+](=O)[O-])cc1)=NNC(c1ccc(F)cc1)=N2	3	8	99	1	107	7	98	2	4.3
COc1ccc(OCC(O)CNC(=O)c2ccc(OC)cc2)cc1 (centres undefined)	4	5	94	44*	88	-5	94	0	-1.4
C=CCNC(=S)Nc1ccc(Br)cc1F	0	10	98	8	111	2	93	1	-0.6
CC1CCC2(CC1)NC(=O)N(CC(=O)N1CCN(S(=O)(=O)c3ccc4c(c3)CCC4)CC1)C2=O (centres undefined)	-10	-20	97	-19	104	-4	89	0	nt
CS(=O)(=O)N1CCN(c2ccc(NC(=O)c3cc4ccccc4o3)cc2)CC1	0	-6	93	0	96	-8	95	1	1.8
COc1ccc(C(O)c2nccn2Cc2ccccc2)cc1 (centres undefined)	-9	2	97	-11	96	7	100	1	1.1

Brought forward from above: 2 entries, then new ones.
SMILES	Bcl-xL primary	VLA-4 inh	CIT2 TOR yeast	MCL1 BIM primary	CR mimetic SO	GLD-1 RNA inh	AGP1 TOR yeast	GRK2 aptamer HTS	MEX-5 binding
CS(=O)(=O)N1CCN(c2ccc(NC(=O)c3cc4ccccc4o3)cc2)CC1	0	-6	93	0	96	-8	95	1	1.8
COc1ccc(C(O)c2nccn2Cc2ccccc2)cc1 (centres undefined)	-9	2	97	-11	96	7	100	1	1.1
Cc1ccc(/C(N)=N/OC(=O)c2cccs2)cc1	3	-17	99	1	108	9	78	4	0.0
CCOC(=O)[C@@H]1[C@H]2COc3ccccc3[C@H]2N2C(=O)N(c3ccc(F)cc3)C(=O)[C@]12C	5	18	101	8	88	2	99	0	-1.2
COc1cc(NC(=O)c2cccc3c2C(=O)N(Cc2cccnc2)C3)cc(OC)c1OC	2	-10	95	-3	138	-2	92	1	1.7
CCC(NC(=O)CCCc1ccccc1)c1ccccc1 (centres undefined)	1	3	92	2	105	2	97	2	-0.5
S=c1[nH]nc(-c2ccco2)n1/N=C/C(Cl)=C/c1ccccc1	-34	-18	94	-14	96	5	89	0	2.0
Cc1cc(C(=O)C(=O)NC(C)C)c(C)n1-c1ccc([N+](=O)[O-])cc1	3	3	99	3	86	6	93	2	-0.7
COc1cccc(-c2ccc(SCC(=O)N3CCN(c4ccccc4)CC3)nn2)c1	7	3	87	3	98	0	99	0	-1.7
Cc1ccc(NC(=O)NCCN2CCN(c3ccccc3)CC2)cc1Cl	3	13	93	0	106	-5	92	0	1.9
CCN1C(=O)/C(=C\c2cccs2)C(C(=O)OC)=C1C	2	6	93	-3	122	-5	91	3	-78*
Cc1ccc(S(=O)(=O)N(CC(=O)N(C(C)C)C(C)C)C(=O)N2CCN(C)CC2)cc1	0	14	102	-5	96	5	106	0	-3.0
COc1ccc(C(C(=O)NC2CCCCC2)N(C(=O)c2sc(C)nc2C)c2ccccc2C)cc1 (centres undefined)	5	-8	102	5	96	2	104	3	0.3
CCCNC(=O)COC(=O)c1ccc(N2CCCC2)c([N+](=O)[O-])c1	-6	0	97	-5	102	4	100	19	-0.1
Cc1ccc(C(=O)OCC(=O)NC(=O)NCc2ccccc2)cc1C	0	13	92	4	87	1	100	3	nt
O=C(CCNS(=O)(=O)c1cccc(C(F)(F)F)c1)NC1CC1	1	-4	89	3	92	1	93	2	nt
Cc1ccc(CS(=O)(=O)c2ncn[nH]2)cc1	0	3	103	-1	88	-2	104	0	-0.1
CCc1ccc(-n2c(=O)c3c(C)c(C(=O)N(C)C)sc3n(CC(=O)NCC3CCCO3)c2=O)cc1 (centres undefined)	-2	6	98	4	87	4	98	2	-1.1
CN(C)c1ccc(C(=O)OCc2cc(=O)n3ccsc3n2)cc1	nt	0	102	nt	112	2	94	0	nt
CCOC(=O)c1ccc(NC(=O)c2ccc3c(c2)OCO3)cc1	7	-1	81	10	108	2	84	1	2.0
COC(=O)C(=Nc1ccccc1)/C(C(=O)C(=O)N(C)c1ccccc1)=C(\O)c1ccccc1	4	4	93	2	107	0	99	2	-2.5
Cc1noc(C)c1S(=O)(=O)N1CCN(c2ccc([N+](=O)[O-])cc2)CC1	4	-1	100	2	94	0	101	0	1.8
COC(=O)c1ccc(N=Cc2c(C(F)(F)F)[nH][nH]c2=O)cc1	10	4	106	9	97	-3	99	0	0.0
COc1ccccc1NC(=O)NCC(=O)Nc1c(C)cccc1C	9	-2	101	5	94	3	101	3	2.8
CCCC(=O)n1nc(-c2ccco2)nc1SCc1ccccc1	1	-7	91	-1	90	9	91	1	-0.7
Cc1ccccc1OCCn1c(C)nc2ccccc21	3	15	108	-1	116	2	102	0	-2.6
O=c1c2c3n(c(=O)nc2[nH]n1-c1ccccc1)CCCCC3	0	14	100	-2	91	-2	101	3	-0.4

Additional structures:
SMILES	Bcl-xL primary	VLA-4 inh	CIT2 TOR yeast	MCL1 BIM primary	CR mimetic SO	GLD-1 RNA inh	AGP1 TOR yeast	GRK2 aptamer HTS	MEX-5 binding
COc1ccc(NC(=O)CC2SC(=Nc3ccccc3)NC2=O)cc1 (centres undefined)	5	8	92	1	88	0	98	0	-1.3
Cc1ccc(C(=O)Nc2ccccc2N2CCCC2)cc1	4	2	96	4	99	-3	99	1	1.6
COc1ccc(NC(=O)C(=O)NCC2CCCN2S(=O)(=O)c2cccs2)cc1 (centres undefined)	1	-9	98	3	91	2	105	0	0.9
CC(=O)c1cccc(NC(=O)c2onc(C)c2Cl)c1	1	4	88	-1	100	-7	92	0	-2.4
Cc1cc(C)nc(SCC(=O)Nc2ccc(S(=O)(=O)Nc3nccs3)cc2)n1	5	2	103	1	101	0	105	0	3.1
COc1ccccc1C(=O)N1CCCC1(C#N)c1ccccc1 (centres undefined)	4	3	106	8	102	2	103	1	-3.9
COc1ccc(S(N)(=O)=O)cc1C(=O)NCCCN1CCN(c2ccccc2OC)CC1	1	1	96	6	105	1	103	0	-3.9
Cc1nn(C)cc1C(=O)NNC(=S)Nc1ccccc1	3	6	116	2	87	7	106	0	-20
Cc1ccc(NC(=S)N/C(=N/S(=O)(=O)c2ccccc2)c2ccccc2)cc1	6	1	106	14	91	1	104	4	-0.6
CC(CC(=O)NC1CCSC1=O)c1ccccc1 (centres undefined)	3	3	104	11	84	3	100	1	0.7
Cc1cc(OCc2ccc(F)cc2)nc(-c2ccccc2O)n1	0	5	97	2	101	3	101	0	-0.3
CC(Sc1nnc(-c2ccccc2)c(-c2ccccc2)n1)C(=O)N1CCc2ccccc21 (centres undefined)	6	5	105	1	99	0	105	20	-3.9
COc1cccc(-c2cc(C(=O)N/N=C/c3ccco3)c3ccccc3n2)c1	0	-18	95	-2	98	2	105	2	-1.0
Cc1noc(C)c1CSCC(=O)N(C)CC(=O)Nc1ccccc1C(F)(F)F	-1	14	90	-2	81	-1	100	0	nt
Cc1oc(-c2ccccc2Cl)nc1CS(=O)(=O)CC(=O)NCCN1CCOCC1	3	11	106	3	94	3	96	0	1.4
COc1cccc(-c2nnc(NC(=O)c3ccc(S(=O)(=O)N(CC(C)C)CC(C)C)cc3)o2)c1	1	14	94	7	128	0	99	0	nt
COc1cccc(N(C(=O)c2ccco2)C(C(=O)NC2CCCC2)c2ccc(N(C)C)cc2)c1 (centres undefined)	-1	3	97	-7	106	-8	98	2	0.0
COc1cccc(NC(=O)CSc2ccc3nnc(-c4ccncc4)n3n2)c1	4	2	106	5	101	10	96	0	2.5
CCOC(=O)c1cnc2c(cnn2C)c1Cl	2	-5	96	0	85	1	98	1	1.3
Clc1ccccc1CN1CCN(/N=C/C=C\c2ccco2)CC1	0	4	95	0	96	10	103	2	0.8
N=C1/C(=C\c2ccc(SCc3ccccc3)o2)C(=O)N=C2SC(CC(=O)N3CCOCC3)=NN12	-12	3	99	-12	110	-20	108	4	-30*
Cc1cc(-c2ccccc2)c2ccc(NC(=O)C(C)(C)C)nc2n1	0	8	103	11	100	4	100	2	2.0
Nc1sc2c(c1C(=O)NC1CCS(=O)(=O)C1)CCC2 (centres undefined)	32*	-2	102	26	80	-3	102	1	-0.8

Assay outcomes from PubChem.
